GC-A act: GC-A (human) enzyme activation; P16066; HEK293 GC-A cells, cGMP TR-FRET, EC30 ANP; 0% at EC30 ANP, 100% saturating ANP; activation, % at 10 µM; 370,000 tested, 0.14% active; in the data active = activation above about 40%
ssDAF12 agonist: activates DAF-12 receptor from parasite S. stercoralis | 370,000 tested, 1% active | activation, % at 6.8 µM | HEK293 ssDAF-12/GRIP1 lit1-tk-luc reporter, luminescence; % of 3 µM dafachronic acid response | AID 652126;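 active = activation above the mean over all tested compounds plus 3 SD, cut at about 0.9% in these data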;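 note: 0% = DMSO-only wells and 100% = 3 µM delta7-dafachronic acid wells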
hgDAF12 agonist: activates the H. glycines DAF-12 receptor ligand-binding domain; activation, % at 6.8 µM; HEK293 GAL4-hgDAF12 UAS-luciferase reporter, agonist luminescence; normalized to butyrate control; 370,000 tested, 1.8% active; AID 687014;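 active = activation above a cutoff set at the mean of all screened compounds plus 3 SD, cut at about 10% in these data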;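 note: 0% = DMSO wells and 100% = sodium butyrate wells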
PG9 binder: binds the HIV-1 gp120 antibody PG9; 360,000 tested, 0.43% active; AID 624416; inhibition, % at 6.7 µM; TR-FRET gp120-PG9 antibody binding; in the data active = inhibition above about 8.5%
SMARCA2 act: increases SMARCA2 function in MMTV reporter cells. MG213 cells, MMTV-luciferase reporter, dexamethasone, overnight. activation, % at 9.1 µM. 370,000 tested, 1% active; in the data active = activation above about 7.8%;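 note: 0% = vehicle wells and 100% = reference activator wells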
DAX1 inh-1: NR0B1 (DAX1) inhibition; HEK293 Gal4-DAX1 luciferase reporter, luminescence; P51843; inhibition, % at 6.75 µM; 340,000 tested, 0.99% active; AID 504766;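 active = inhibition above the mean over all tested compounds plus 3 SD, cut at about 4.2% in these data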;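 note: 0% = DAX1-transfected cells with DMSO and 100% = empty-vector control cells with DMSO; inhibition shows as a rise in luminescence from relieved DAX1 repression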
Target sequence (P51843 207-470 limits assumed): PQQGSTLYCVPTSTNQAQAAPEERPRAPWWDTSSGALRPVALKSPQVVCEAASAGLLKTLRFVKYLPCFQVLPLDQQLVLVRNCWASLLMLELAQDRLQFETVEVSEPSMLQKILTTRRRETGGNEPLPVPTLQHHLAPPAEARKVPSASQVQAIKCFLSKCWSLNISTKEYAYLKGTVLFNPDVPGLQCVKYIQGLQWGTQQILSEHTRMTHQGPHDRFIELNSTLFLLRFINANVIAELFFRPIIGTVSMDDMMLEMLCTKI
hcDAF-12 act: activates DAF-12 receptor from parasite H. contortus; HEK293 hcDAF-12 lit1-tk-luc reporter, luminescence; 0% DMSO, 100% Δ7-dafachronic acid; activation, % at 6.8 µM; 370,000 tested, 1.4% active; AID 652067;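 active = activation above the mean of all tested compounds plus 3 SD, cut at about 5.5% in these data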;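 note: 100% = response to 3 µM Δ7-dafachronic acid high control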
ADAM17 inh: inhibits human ADAM17; P78536; recombinant ADAM17, EDANS/DABCYL FRET peptide cleavage; inhibition, % at 6.95 µM; 370,000 tested, 0.83% active;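 active = inhibition above the mean of compounds lying between control limits plus 3 SD, set per campaign, cut at about 8.5% in these data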;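 note: 0% = DMSO-only wells as the low control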
Target sequence (P78536 215-824 limits assumed): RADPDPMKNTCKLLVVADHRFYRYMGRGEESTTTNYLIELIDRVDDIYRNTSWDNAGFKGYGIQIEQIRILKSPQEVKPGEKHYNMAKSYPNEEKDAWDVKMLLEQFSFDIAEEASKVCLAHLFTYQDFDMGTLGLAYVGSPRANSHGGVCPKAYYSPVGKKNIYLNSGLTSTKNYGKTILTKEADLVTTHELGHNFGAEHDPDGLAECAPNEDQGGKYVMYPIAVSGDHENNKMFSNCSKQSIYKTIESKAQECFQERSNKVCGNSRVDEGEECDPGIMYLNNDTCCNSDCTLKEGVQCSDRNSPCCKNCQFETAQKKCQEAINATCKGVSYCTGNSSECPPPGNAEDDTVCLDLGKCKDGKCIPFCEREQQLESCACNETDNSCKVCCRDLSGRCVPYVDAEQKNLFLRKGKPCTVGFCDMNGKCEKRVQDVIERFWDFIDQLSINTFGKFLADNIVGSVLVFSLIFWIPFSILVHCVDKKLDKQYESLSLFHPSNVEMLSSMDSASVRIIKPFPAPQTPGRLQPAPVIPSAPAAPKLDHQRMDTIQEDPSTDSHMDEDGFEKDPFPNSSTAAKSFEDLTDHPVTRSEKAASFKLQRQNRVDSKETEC
ADAM10 inh: ADAM10 inhibition, QFRET primary screen. recombinant ADAM10, EDANS/DABCYL FRET peptide cleavage, 3 h. 370,000 tested, 0.62% active. O14672. inhibition, % at 7 µM;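 active = inhibition above a per-campaign cutoff equal to the mean of compounds falling between control-based bounds plus 3 SD, cut at about 20% in these data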;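 note: 0% = DMSO wells while the 100% control is not disclosed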
DAX1 inh-2: blocks DAX1 repression of SF-1 activated StAR promoter | inhibition, % at 6.8 µM | HEK293T StAR-luciferase reporter, SF-1/DAX-1 repression relief | 370,000 tested, 1.1% active | AID 652010;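 active = inhibition above the mean over all tested compounds plus 3 SD, cut at about 3.6% in these data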;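 note: 0% = DAX-1 cells with DMSO and 100% = cells lacking DAX-1 with DMSO; higher inhibition means more luminescence from relief of DAX-1 repression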
FXN GAA850 act: frataxin GAA850 promoter activation; activation, % at 6 µM; AID 540364; HEK293 lucGAA850 FXN promoter luciferase reporter, 24 h; percent of 10 µM SAHA response; 360,000 tested, 0.56% active;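 active = activation above the average of all compounds screened plus 3 SD, cutoff fixed separately per campaign, cut at about 7.5% in these data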;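 note: 0% = DMSO wells and 100% = 10 µM SAHA wells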
Numbers without * were called inactive; i = inactive; / = no result given.

SMILES | GC-A act | ssDAF12 agonist | hgDAF12 agonist | PG9 binder | SMARCA2 act | DAX1 inh-1 | hcDAF-12 act | ADAM17 inh | ADAM10 inh | DAX1 inh-2 | FXN GAA850 act
CCc1ccc(NC(=O)c2cc(C)on2)cc1 | 5 | -0.8 | 13* | 0.2 | 3 | 0.5 | 7.8* | -3 | -6 | 5.8* | 6.3
O=C(CSc1ccc(F)cc1)NC12CC3CC(CC(C3)C1)C2 | 4 | -1.2 | -0.8 | -0.6 | 0 | 1.6 | 2.3 | -5 | -5 | 0.5 | 5.2
CCN(CC(=O)Nc1c(F)cccc1F)C(=O)Cc1n[nH]c(=O)c2ccccc12 | 1 | -0.2 | 0.6 | 0.4 | 2 | 1.9 | -0.1 | -1 | 3 | 2.6 | -0.2
COc1cccc(OCC(O)CN2CC(C)CC(C)C2)c1 (configuration not stated) | / | -1.0 | -1.4 | -0.4 | 0 | 2.2 | -0.3 | 4 | 4 | 1.1 | -1.7
CCc1cccc(OC2OC(CO)C(O)C(O)C2NC(C)=O)c1 (configuration not stated) | -2 | -1.1 | 2.8 | 0.4 | -3 | 0.2 | -0.3 | -3 | -4 | 0.8 | -0.1
CCCCC(=O)N(CCOC)c1nnc(-c2ccccc2C)s1 | 2 | -1.1 | -2.3 | 0.8 | -2 | -0.3 | -2.6 | -3 | -4 | 0.3 | -0.4
Cc1ccc(S(=O)(=O)N2CCN(C(=O)CN3C(=O)NC4(CCCC4)C3=O)CC2)c(C)c1 | 1 | -1.7 | 1.1 | 1.9 | -1 | -1.1 | -0.9 | 0 | 0 | 2.7 | 1.6
CS(=O)(=O)N1CCC(C(=O)Nc2ccc(Cl)cc2)CC1 | 0 | -1.4 | 0.5 | -2.3 | -1 | 0.4 | -1.1 | -1 | 11 | -0.1 | 0.0
COc1ccc2[nH]c(C)c(CCNC(=S)Nc3cccc(C)c3)c2c1 | -1 | -1.8 | -2.2 | 2.7 | -2 | 0.4 | 0.7 | 0 | -5 | -1.1 | 3.8
COc1ccccc1CNc1ncc(-c2ccccc2)n1C | -10 | -0.8 | 5.6 | -1.9 | 2 | 0.7 | -1.2 | -2 | 2 | 0.3 | 0.5
O=C(C[C@H]1C/C=C\CC[C@@H](Cc2ccc(F)cc2)C(=O)O[C@H](c2ccccc2)CNC1=O)N[C@H](CO)Cc1ccccc1 | -4 | -1.1 | 1.4 | 0.4 | 2 | -1.1 | 1.8 | 0 | 0 | 0.1 | -3.7
COc1cc(C(=O)NNC(=O)COc2cccc(F)c2)ccc1OCC(=O)N1CCOCC1 | -1 | -1.2 | 2.1 | -0.7 | -2 | -0.6 | -0.2 | -3 | -8 | 0.6 | 1.7
COCCNc1ncnc2c1ncn2[C@H]1CN(Cc2ccc(F)cc2)C[C@@H](CO)O1 | 1 | -0.9 | 1.6 | -2.3 | -4 | / | -1.9 | -4 | -1 | -1.1 | 3.0
COc1ccc2cc(CN(CC3CCCO3)S(=O)(=O)c3ccccc3)c(=O)[nH]c2c1 (configuration not stated) | 1 | -1.1 | -0.2 | -1.9 | 0 | -1.6 | -0.9 | -33 | -139 | 0.0 | 3.2
CS(=O)(=O)N1CCC(C(=O)O)CC1 | -1 | -0.9 | 1.4 | 0.6 | -1 | 0.8 | 1.3 | -4 | -2 | -0.5 | 3.9
CC1Cc2ccccc2C(CCc2ccccc2)=N1 (configuration not stated) | -3 | -1.3 | 0.6 | -0.6 | -3 | -0.1 | -0.5 | -7 | 9 | 0.5 | -0.1
Cc1ccc(C(c2nnnn2CS(=O)(=O)c2ccc(C)cc2)N2CCC(C)CC2)cc1 (configuration not stated) | 0 | -1.0 | 2.3 | -0.4 | 1 | 1.9 | -1.4 | -4 | -1 | 0.1 | 1.0
Cc1ccc(CSc2nc3ccccc3c(=O)n2CCCC(=O)NCc2ccco2)cc1 | 0 | -1.9 | 1.6 | -0.2 | 0 | -0.7 | 1.5 | 2 | 2 | 0.6 | -0.2
CCn1nc(C)c(CNC(=O)c2ccc(OC3CCN(Cc4ccccn4)CC3)cc2)c1C | 1 | -2.1 | -7.1 | -1.8 | -3 | -1.7 | -5.2 | 2 | -3 | -8.7 | -5.5
Cc1cc(C)cc(OCC(=O)NCC2CCCO2)c1 (configuration not stated) | 9 | -2.2 | -10 | -2.0 | -7 | -0.4 | -5.9 | -6 | 3 | -2.7 | -11
O=C(Oc1ccccc1C(=O)Nc1ccccc1)c1ccccc1Br | -3 | -0.2 | 4.9 | 0.8 | -2 | 0.0 | 5.0 | -1 | -9 | -0.8 | 4.8
CCCCn1c(N)c(N(CC(C)C)C(=O)c2cc3c(s2)CCCCC3)c(=O)[nH]c1=O | 0 | -0.4 | 2.8 | -0.2 | 0 | 0.6 | -0.7 | -2 | -7 | -1.4 | 1.4
O=C(CSc1ccc(C(F)(F)F)cc1[N+](=O)[O-])Nc1ccccc1 | -2 | -1.0 | 0.7 | 1.7 | 2 | 0.6 | 0.1 | 0 | 10 | -0.8 | 5.1
CN(CCc1ccccn1)C(=O)CCC1CCCN(C(=O)c2ccccn2)C1 (configuration not stated) | 7 | -0.8 | 0.0 | 0.0 | -2 | -0.1 | -1.3 | -3 | 1 | -0.3 | 1.2
CCC1CCCCN1C(=O)CCc1nnc(Cc2cc(OC)ccc2OC)o1 (configuration not stated) | 0 | -1.4 | 5.9 | -1.1 | 0 | 2.1 | 2.8 | 0 | 4 | 1.7 | 2.2
O=C1N[C@@H](Cc2ccccc2)C(=O)N2[C@@H]1C[C@]1(Br)c3ccccc3N(S(=O)(=O)c3ccccc3)[C@H]21 | -3 | -0.7 | -0.1 | 0.0 | 0 | / | 1.3 | 7 | 14 | 0.2 | /
COCCC(=O)N1CCC(Oc2ccc(C(=O)N3CCCC(COC)C3)cc2)CC1 (configuration not stated) | 4 | -1.2 | -1.5 | -0.6 | -2 | 0.5 | 0.4 | -5 | -1 | -0.5 | 0.8
C=C1CCN([C@@H](CC(C)C)C(=O)N2CCCC2)S(=O)(=O)c2ccccc21 | -3 | -1.2 | 1.4 | -2.4 | 0 | 0.1 | -0.7 | -2 | 0 | -0.4 | -0.7
CCn1c2ccccc2c2cc(C=Nn3c(-c4ccccn4)n[nH]c3=S)ccc21 | 4 | -1.9 | -3.4 | / | -3 | / | -0.6 | -20 | -80 | -3.5 | /
CCC(C)Sc1nc2c(c(=O)[nH]c(=O)n2C)n1CC(O)COc1cccc2ccccc12 (configuration not stated) | -14 | -0.9 | 0.6 | -1.4 | -1 | -0.6 | 0.0 | 7 | 4 | -0.4 | 2.0

In the list so far, these contain bromine.
SMILES | GC-A act | ssDAF12 agonist | hgDAF12 agonist | PG9 binder | SMARCA2 act | DAX1 inh-1 | hcDAF-12 act | ADAM17 inh | ADAM10 inh | DAX1 inh-2 | FXN GAA850 act
O=C(Oc1ccccc1C(=O)Nc1ccccc1)c1ccccc1Br | -3 | -0.2 | 4.9 | 0.8 | -2 | 0.0 | 5.0 | -1 | -9 | -0.8 | 4.8
O=C1N[C@@H](Cc2ccccc2)C(=O)N2[C@@H]1C[C@]1(Br)c3ccccc3N(S(=O)(=O)c3ccccc3)[C@H]21 | -3 | -0.7 | -0.1 | 0.0 | 0 | / | 1.3 | 7 | 14 | 0.2 | /

More structures follow:
SMILES | GC-A act | ssDAF12 agonist | hgDAF12 agonist | PG9 binder | SMARCA2 act | DAX1 inh-1 | hcDAF-12 act | ADAM17 inh | ADAM10 inh | DAX1 inh-2 | FXN GAA850 act
Cc1csc(N2CCc3ccccc32)n1 | -4 | -0.6 | 0.4 | -2.1 | 1 | 0.0 | -0.5 | -1 | 4 | -0.3 | 0.7
CCC1SC(=NC(=O)c2ccc(Cl)c(Cl)c2)NC1=O (configuration not stated) | 1 | -1.3 | -1.6 | -1.1 | 0 | -0.1 | 0.2 | -1 | 7 | -0.1 | 2.2
Cc1cccc(OCC(=O)NCCCNC(=O)c2ccccn2)c1 | -3 | -0.9 | 0.2 | 2.7 | 4 | -1.5 | -1.3 | 0 | 4 | 0.5 | -0.7
Cc1ccc2[nH]c(O)c(N=NC(=O)C3CC3c3ccccc3)c2c1Br (configuration not stated) | 3 | -0.8 | -2.3 | -0.5 | 0 | 0.9 | -0.2 | -3 | -5 | -0.5 | 3.2
COc1ccc(C(=O)Nc2ccnn2C2CCN(C(=O)c3cnsn3)CC2)cc1 | 0 | -0.5 | 0.3 | -1.2 | 8.9* | 0.2 | 2.9 | -1 | 2 | 0.3 | 3.5
CCC(CC)C(=O)c1c[nH]c(C(=O)N2CCN(c3ccccc3)CC2)c1 | 1 | -1.6 | -0.6 | -3.0 | -4 | 0.3 | 1.8 | -3 | 13 | 0.3 | 0.6
Cc1ccc(C2C(C#N)=C(N)N(c3ncn[nH]3)C3=C2C(=O)CC(C)(C)C3)cc1 (configuration not stated) | -7 | -1.1 | -1.0 | -0.2 | 0 | -1.1 | -0.5 | -6 | -26 | 0.5 | 2.4
COc1ccc(NC(=O)CN(C)C(=O)CCNC(=O)c2ccccc2OC)cc1 | 2 | -0.9 | 0.5 | -1.9 | -1 | -0.8 | -0.3 | 1 | 3 | 0.9 | 1.9
CCOC(=O)C1(Cc2cccc(OC)c2)CCCN(C(=O)c2cc(C)[nH]n2)C1 (configuration not stated) | -3 | -0.6 | 8.1 | 0.4 | 1 | 0.6 | -0.5 | -4 | -5 | 0.6 | 2.1
COc1ccccc1C(=O)NCCC(=O)N(C)CC(=O)Nc1ccc(N2CCOCC2)cc1 | 1 | -0.5 | 2.7 | -1.8 | 0 | 0.2 | -0.5 | -3 | -3 | -0.1 | -1.6
Cc1cc(OCC(=O)NNC(=O)c2ccncc2)ccc1C(C)C | 4 | -1.2 | 2.6 | 1.7 | -1 | -0.1 | -0.1 | -3 | -2 | -1.2 | 0.8
Cc1ccccc1N(C(=O)c1snc(C(N)=O)c1N)C(C)C(=O)NC1CCCCC1 (configuration not stated) | 0 | -0.4 | -0.9 | -0.7 | -1 | -0.4 | -2.2 | -229 | i | 0.0 | -0.3
CCOC(=O)c1sc(NC(=O)c2cccc(S(=O)(=O)N(CC)CC)c2)cc1C | -3 | -1.1 | 1.9 | 0.4 | 0 | 0.7 | -0.4 | -4 | 5 | -0.2 | -3.3
COc1ccccc1C1CCN(Cc2ccccc2)CC1 | -5 | -1.3 | -0.2 | -1.1 | 2 | 0.5 | -1.7 | -4 | 1 | -0.4 | 0.4
COc1cc(OC)c(C2Nc3cccc4cccc(c34)N2)c(OC)c1 | 4 | -0.8 | -2.2 | 12* | -2 | 0.9 | 0.5 | 2 | -8 | -0.9 | 0.2
O=C(NC1CCCC1)C1c2ccccc2OCC(=O)N1Cc1ccco1 (configuration not stated) | -4 | -0.7 | -3.0 | -1.5 | -2 | / | -0.4 | -3 | -4 | -0.1 | /
CC(Sc1n[nH]c(N)n1)C(=O)C12CC3CC(CC(C3)C1)C2 (configuration not stated) | 2 | -1.1 | 0.0 | 0.7 | 0 | 1.6 | 0.1 | -2 | 5 | -0.1 | 0.3
Cc1cc(Nc2cccc(F)c2)nc(N2CCOCC2)n1 | 5 | -1.6 | 0.3 | 0.3 | -1 | -1.2 | -1.7 | 2 | 6 | -0.5 | -0.6
CC1OC(=O)c2cc3ccccc3nc21 (configuration not stated) | 3 | -0.8 | -2.3 | 1.2 | -4 | 3.1 | 3.5 | -5 | -17 | -2.1 | -1.2
